Bioassay records deposited in PubChem by National Center for Advancing Translational Sciences (NCATS).
EPAC2 agonist: EPAC2 (human) agonism; EPAC2 activation, biochemical qHTS; response scale: 100% = 6.5 mM cAMP response; Potency, µM (titrated, usually from 154 µM), for inactives: at the top dose activation, hits mostly activators; actives 0.079% (n = 360,000); AID 720711; further: potency means the concentration at half of the fitted maximal effect; nearly all actives have a fitted effect of over 50% in size
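qHTS, titration series. 100 nM EPAC2 / 250 nM Rap1B-BODIPY-GDP / 50 uM GDP; RT; ex 480/em 540 nm, 5-min reads to 30 min. Norm. to 6.5 mM cAMP = activation.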
DRD3 antagonist: D3 dopamine receptor (human) antagonism | P35462 | D3R cells, DiscoveRx beta-arrestin luminescence, antagonist mode; stronger effect = lower value | max response, negative = inhibition, % | actives 2.5% (n = 360,000); in the data active means max response below about -50%; inconclusive means no clear call, values can overlap the other calls; further: on the % scale 0 is the no-effect control and ±100 the full control effect; mostly tested at two doses, the higher about 12 µM
Target sequence (P35462 whole entry, looked up): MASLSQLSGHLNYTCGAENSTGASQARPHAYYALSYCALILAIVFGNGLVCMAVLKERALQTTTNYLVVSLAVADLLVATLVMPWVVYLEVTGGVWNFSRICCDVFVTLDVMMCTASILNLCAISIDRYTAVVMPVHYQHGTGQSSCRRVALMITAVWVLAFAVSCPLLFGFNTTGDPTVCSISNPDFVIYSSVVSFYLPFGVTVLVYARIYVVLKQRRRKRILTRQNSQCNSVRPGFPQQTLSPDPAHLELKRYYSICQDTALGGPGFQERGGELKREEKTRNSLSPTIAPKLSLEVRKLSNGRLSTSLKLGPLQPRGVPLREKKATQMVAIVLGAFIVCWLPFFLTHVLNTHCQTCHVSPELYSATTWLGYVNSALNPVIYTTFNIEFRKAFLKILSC
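Cells expressing the human receptor were seeded at 1500 cells/well, incubated overnight at 37 degrees C in 5% CO2, then exposed to library compounds with dopamine controls for 90 minutes at 37 degrees C before luminescent detection.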
Mm-Cpn inhibitor: M. maripaludis TRiC chaperonin inhibition; purified Mm-Cpn ATPase, ADP Transcreener TR-FRET; Potency, µM (highest dose often 76.9 µM), for the others: at the highest dose activity, negative = inhibition, most hits filed as inhibitors; actives 0.031% (n = 330,000); AID 504842; further: potency means the concentration at half of the fitted maximal effect; on the % scale 0 is the no-effect control and ±100 the full control effect; nearly all actives have a fitted effect of over 80% in size
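ATPase turnover read by TR-FRET ADP competition (Eu cryptate antibody/ADP-d2, 665/590 nm): 10uM ATP final, 25nM Mm-CPN final, 30 min 37degC after 10-min compound preincubation, pH 7.4 Tris/KCl/MgCl2/DTT buffer.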
PTHR1 agonist: PTHR1 (human) receptor agonism; Potency, µM (series often up to 115 µM), inactives show top-dose activation, most hits filed as activators; HEK293 GP2 PTHR1 cells, GloSensor cAMP luminescence, 1 h; Q03431; actives 0.075% (n = 410,000); AID 743266; further: potency means the concentration at half of the fitted maximal effect; nearly all actives have a fitted effect of over 55% in size; some results filed as inactive show a strong effect at the top dose; inactives centre near -15; many of its hits are not listed in these tables
Target sequence (Q03431 whole entry, looked up): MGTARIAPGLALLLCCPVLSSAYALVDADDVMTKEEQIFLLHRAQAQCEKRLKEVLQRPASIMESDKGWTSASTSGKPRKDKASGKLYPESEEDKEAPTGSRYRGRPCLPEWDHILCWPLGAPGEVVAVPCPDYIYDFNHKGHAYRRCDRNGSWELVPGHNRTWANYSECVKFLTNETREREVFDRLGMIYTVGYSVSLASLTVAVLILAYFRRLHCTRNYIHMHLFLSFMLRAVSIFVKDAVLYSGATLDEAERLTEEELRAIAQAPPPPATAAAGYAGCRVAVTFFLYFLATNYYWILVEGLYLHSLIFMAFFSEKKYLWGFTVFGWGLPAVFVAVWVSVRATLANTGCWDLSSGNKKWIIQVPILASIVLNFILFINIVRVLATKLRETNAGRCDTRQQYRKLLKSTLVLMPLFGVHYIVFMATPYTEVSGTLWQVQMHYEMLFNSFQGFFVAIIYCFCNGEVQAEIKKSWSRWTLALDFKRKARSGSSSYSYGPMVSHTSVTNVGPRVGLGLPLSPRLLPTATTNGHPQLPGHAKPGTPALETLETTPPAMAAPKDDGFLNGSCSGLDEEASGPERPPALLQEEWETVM
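HEK-293-derived GP2 cells expressing PTHR1 and a GloSensor cAMP reporter, 3,000/well, plated overnight, given luciferin plus IBMX (each 0.5 mM as added) for 1 h at 37 °C, then compound for 1 h at 37 °C. Luminescence was read after 15 min at room temperature.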
Akt phos inh: blocks phosphorylation of Akt. Neuro2A IGF-stimulated pAkt S473 HTRF, 20 min; stronger effect = lower value. activity change, % for hits at 50 µM. actives 0.32% (n = 360,000); in the data active means activity change below about -80%; inconclusive means mostly about -51% to -80%; further: on the % scale 0 is the no-effect control and ±100 the full control effect
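Single-point screen (50 µM final compound) in Neuro2A cells stimulated 20 min with 6 nM IGF at 37 deg C. After lysis, Ser473-phosphorylated Akt read by HTRF (ex 330 nm, em 615/665 nm) as the 665/615 ratio.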
CCT chaperon mod: cytosolic chaperonin activity modulation; activity change, % (no concentration beside the values), hits read low; AID 651819; actives 0.3% (n = 360,000); purified chaperonin ATPase assay, HTRF ADP detection, 30 min; in the data active means activity change below about -30%; further: on the % scale 0 is the no-effect control and ±100 the full control effect
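Enzyme 40 or 20 nM (batch-dependent) in Tris pH 7.4/KCl/MgCl2/DTT; cpd 76 uM single point; ATP 10 uM; 30 min 37 °C; Transcreener ADP HTRF detection, 30 min RT; ratio 665/615.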
EPAC2 antagonist: EPAC2 (human) antagonism | Q8WZA2 | EPAC2 GEF exchange of Rap1B-BODIPY-GDP, fluorescence | Potency, µM (doses to about 114 µM), for the others: at the highest dose activity, negative = inhibition, usual class: inhibitors | actives 0.18% (n = 360,000) | AID 720708; further: potency means the concentration at half of the fitted maximal effect; on the % scale 0 is the no-effect control and ±100 the full control effect; nearly all actives have a fitted effect of over 45% in size; many of its hits are not listed in these tables
DRD3 agonist: D3 dopamine receptor (human) agonism; P35462; D3R DiscoveRx beta-arrestin cells, luminescence, 90 min; max activation, %; actives 0.58% (n = 410,000); AID 652048; in the data active means max activation above about 30%; further: 0% is about no effect; mostly tested at two doses, the higher about 12 µM
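Agonist-mode cell screen: cells plated at 1500/well and incubated overnight at 37 °C, then exposed to library compounds for 90 min at 37 °C. Detection reagent was added for 30–60 min at room temperature, and luminescence was read.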
* = called active by the depositor; i = inactive; u = inconclusive; x = no result given; [ ] = dose if it differs, or a comment. Unless noted, the call rests on the fitted dose curve; in most records, active means well fitted curve in the direction sought with a large enough effect; inconclusive means small, poorly fitted or top-dose-only effect, or another doubt; inactive means no such curve, though single readings can be large; an effect the other way counts as inactive or inconclusive.

SMILES | EPAC2 agonist | DRD3 antagonist | Mm-Cpn inhibitor | PTHR1 agonist | Akt phos inh | CCT chaperon mod | EPAC2 antagonist | DRD3 agonist
Cc1nn(C(C)C(=O)N2CCc3ccccc3C2)c(=O)c2cc3occc3n12 (stereo not given) | 5% | -9 | 0% | -8%[57.5 µM] | i | -2.6 | u | -11
Cc1nnc(NC(=O)c2ccc(S(=O)(=O)N(C)c3ccccc3)cc2)s1 | 13% | 12 | -1% | -65%[inhibitor] | i | -6.3 | 4% | -19
CC(=O)N1CCc2c(sc(NC(=O)Cc3ccc(C)cc3C)c2C#N)C1 | -10% | 10 | -2% | i | i | -1.6 | 6% | 0
CCC1(c2ccc(F)cc2)NC(=O)N(CC(=O)Nc2cccc(S(=O)(=O)N3CCCCC3)c2)C1=O (stereo not given) | 9% | 12 | 0% | i | i | -1.8 | -6% | -4
CC(=O)c1ccc2c(c1)CC1(C2)Cc2cc3c(cc2C1)C(=O)CC3 (stereo not given) | 15% | -5 | x | -37%[inhibitor] | i | 1.6 | 2% | -4
CC(OC(=O)CN(C)S(=O)(=O)c1ccc(Cl)cc1)C(=O)Nc1ccc(N2CCOCC2)cc1 (stereo not given) | 4% | 27 | 0% | i | i | -5.6 | 0% | 3
CC1CN(CC(=O)Nc2ccc([N+](=O)[O-])cc2Br)CC(C)O1 (stereo not given) | -4% | -13 | 1% | -21% | i | 0.1 | -1% | -5
CCC1(CC)NC(=O)N(CC(=O)OC(C)C(=O)Nc2ccc(S(N)(=O)=O)cc2)C1=O (stereo not given) | 1% | 14 | x | -24% | i | -1.1 | 16% | 0
O=C(NCCCCc1ccccc1)Nc1cccc(F)c1 | 10% | 10 | -4% | -43%[inhibitor] | i | 0.3 | 0% | -3
CC(c1ccco1)N(C(=O)c1ccc(Cl)s1)c1ccccn1 (stereo not given) | 3% | 4 | 0% | i | i | -2.7 | 5% | 11
CCc1ccc(NC(=O)C(=O)NCc2ccccn2)cc1 | 17% | -8 | -9% | -27% | i | -2.4 | -3% | -2
O=C(N/N=C/c1cccc([N+](=O)[O-])c1)c1cccc(Br)c1 | 13% | -29 | 2% | i | i | -0.2 | -2% | -7
CCCCC(O)(CCN1CCOCC1)c1ccc(Cl)cc1 (stereo not given) | 2% | -14 | 1% | -19% | i | 2.3 | 8% | -18
Cc1ccccc1-c1cc2c(c3c1ccn3C)C1CCC2O1 (stereo not given) | 10% | u | x | -35%[inhibitor] | i | -1.6 | u | -6
COc1ccc2c(CN3CCCCC3)cc(=O)oc2c1 | 7% | -21 | x | -19% | i | 1.3 | -2% | -7
CCn1nc(C(=O)OCC(=O)N2c3ccccc3CC2C)c2ccccc2c1=O (stereo not given) | 19% | 43 | 1% | -37%[inhibitor] | i | -0.1 | -3% | 7
Cc1ccccc1Nc1nc(N)nc(COC(=O)c2ccc([N+](=O)[O-])o2)n1 | 3% | 12 | 0% | -24% | i | -0.1 | 1% | 2
Cc1cc2cc(CN3C(=O)c4ccccc4C3=O)ccc2[nH]1 | 2% | 3 | -6% | i | i | 0.3 | 9% | 17
COc1cc(C(=S)N2CCCC2)ccc1OC(=O)c1ccc(Cl)cc1[N+](=O)[O-] | 9% | 32 | -2% | -14%[57.5 µM] | i | 1.1 | 5% | 2
CCCCNC(=O)CSc1nc(N)c(C(=O)Nc2ccc(OC)cc2)s1 | -5% | 2 | 0% | i | i | -0.2 | 0% | -2
Nc1nc2cc(Cl)c(Br)cc2o1 | -9% | 1 | x | i | i | 2.2 | -7% | 3
COc1ccc(OC)c(NC(=O)COC(=O)c2c3c(nc4ccccc24)CCCC3)c1 | 9% | 25 | 0% | -4%[57.5 µM] | i | -14 | -1% | 14
COc1cc(C(=O)OCC(=O)Nc2ccc(F)cc2F)cc(OC)c1OC | 2% | 39 | 0% | -29% | x | -0.5 | 2% | 2
CC1C(=O)N2CCCc3cc(S(=O)(=O)N4CCN(c5cccc(Cl)c5)CC4)cc1c32 (stereo not given) | 17% | -13 | 1% | i | i | -1.3 | -9% | -18
CCOC(=O)c1sc(NC(=O)COc2ncnc3ccccc23)c(C(=O)OCC)c1C | -7% | 1 | -4% | i | i | 0.7 | -2% | -3
O=C(c1ccc(Oc2ccc([N+](=O)[O-])cc2Cl)cc1)N1CCCC1 | 3% | 9 | 3% | -36%[inhibitor] | i | -1.9 | -12% | 4
Clc1ccc2c(N3CCCC3)ccnc2c1 | 7% | 15 | 0% | -25% | i | -1.9 | -1% | -7
Cc1cccc(NC(=O)CSc2nc3ccccc3c(=O)n2C)c1 | 5% | 28 | -1% | -33%[inhibitor] | i | -1.4 | -10% | 11
Cn1c(CNC(=O)CNS(=O)(=O)c2ccccc2)cc(=O)n(C)c1=O | 6% | -4 | 7% | u | i | -3.4 | 7% | -7
CN(C)C(=O)c1cccc(-c2cnc3c(NC=O)cc(-c4cc(F)c(F)c(F)c4)cn23)c1 | -1% | 55 | x | -5% | i | 0.9 | -27% | 6
Cc1ccc(C2(c3ccccc3)NC(=O)N(CC(=O)N3CC(=O)Nc4ccccc43)C2=O)cc1C (stereo not given) | 11% | -25 | 1% | -17% | i | -1.2 | -20% | -4
Cc1cnc(C(=O)N2CCCC(C(=O)c3cccc(OC(C)C)c3)C2)cn1 (stereo not given) | -1% | -5 | -11% | 10% | i | -1.0 | -10% | 0
CCC(=O)N1CCCc2cc(S(=O)(=O)N3CCN(C4CCCCC4)CC3)ccc21 | -1% | -8 | -3% | -3% | i | -1.6 | 1% | 0
O=C(O)c1ccc2c(=O)n3c(nc2c1)/C(=C/c1ccc(Cl)c(Cl)c1)CC3 | 5% | -5 | u | i | i | 2.5 | -12% | -2
CNS(=O)(=O)c1cccc(C(=O)OCC(=O)C23CC4CC(CC(C4)C2)C3)c1 | 8% | -2 | -1% | -9% | i | -1.5 | -10% | -4
CCOc1ccc(CNC(=O)CS(=O)(=O)Cc2nc(-c3ccc(OC)cc3)oc2C)cc1 | -3% | -16 | -7% | -56%[inhibitor] | i | -2.6 | 4% | 4
CCOCCCN(C)C1CCN(C(=O)c2oc3ccccc3c2NC(=O)c2ccc(F)cc2)CC1 | 4% | u | 1% | i | i | -1.3 | -3% | -24
Cc1cc(C(=O)NCc2nc(-c3ccccc3)no2)ccc1[N+](=O)[O-] | 10% | 12 | 2% | i | i | -0.4 | 0% | 0
Cn1cccc1Cc1nnc(SCC(=O)N2CCOCC2)n1CCc1ccccc1 | 8% | 11 | -1% | -12% | i | -0.1 | -4% | 1
O=[N+]([O-])c1ccc(CSc2ncnc3c2ncn3[C@@H]2O[C@H](CO)[C@@H](O)[C@H]2O)cc1 | -1% | 9 | -1% | -8% | i | -4.6 | -2% | 13
CC1(C)CC(=O)C(CC(=O)Nc2ccc(S(N)(=O)=O)cc2)=C(O)C1 | 6% | -16 | 2% | i | i | -1.5 | 13% | 5
Cc1ccc(S(=O)(=O)Oc2ccc(/C=N/NC(=O)c3ccncc3)cc2)cc1 | 3% | -24 | -6% | i | i | -3.6 | 0% | -9
COc1ccc(CNC(=O)c2ccc(Cl)c(NC3=NC4CS(=O)(=O)CC4S3)c2)cc1 (stereo not given) | 6% | -14 | 0% | i | i | 0.2 | -1% | 2
C=CCCCCCCCCC(=O)NN | 6% | 4 | -1% | 3%[57.5 µM] | i | 0.4 | -10% | 4
O=C(CSc1ncn[nH]1)Nc1cccc(S(=O)(=O)N2CCCCCC2)c1 | 8% | 0 | -1% | -10% | i | -0.5 | 3% | 0
Cc1ccccc1C(=O)Nc1nnc(S(=O)(=O)N(C)Cc2ccco2)s1 | -5% | 2 | -7% | -24% | i | -0.4 | 9% | 3
COC(=O)c1ccc(COc2ccc(/C=C/C(=O)c3ccc(OC)c(CSCC(=O)O)c3)cc2OC)cc1 | 13% | -6 | -10% | -8% | i | -2.6 | -14% | 1
CC1CCCN(C(=O)COC(=O)C2CCN(S(=O)(=O)c3ccc4c(c3)OCCO4)CC2)C1 (stereo not given) | 3% | -2 | -2% | 9% | i | -0.3 | -5% | -5

A second format for part of the listing above:
> COc1ccc(CNC(=O)c2ccc(Cl)c(NC3=NC4CS(=O)(=O)CC4S3)c2)cc1 (stereo not given)
  EPAC2 agonist = 6%; DRD3 antagonist = -14; Mm-Cpn inhibitor = 0%; PTHR1 agonist = i; Akt phos inh = i; CCT chaperon mod = 0.2; EPAC2 antagonist = -1%; DRD3 agonist = 2
> C=CCCCCCCCCC(=O)NN
  EPAC2 agonist = 6%; DRD3 antagonist = 4; Mm-Cpn inhibitor = -1%; PTHR1 agonist = 3%[57.5 µM]; Akt phos inh = i; CCT chaperon mod = 0.4; EPAC2 antagonist = -10%; DRD3 agonist = 4
> O=C(CSc1ncn[nH]1)Nc1cccc(S(=O)(=O)N2CCCCCC2)c1
  EPAC2 agonist = 8%; DRD3 antagonist = 0; Mm-Cpn inhibitor = -1%; PTHR1 agonist = -10%; Akt phos inh = i; CCT chaperon mod = -0.5; EPAC2 antagonist = 3%; DRD3 agonist = 0
> Cc1ccccc1C(=O)Nc1nnc(S(=O)(=O)N(C)Cc2ccco2)s1
  EPAC2 agonist = -5%; DRD3 antagonist = 2; Mm-Cpn inhibitor = -7%; PTHR1 agonist = -24%; Akt phos inh = i; CCT chaperon mod = -0.4; EPAC2 antagonist = 9%; DRD3 agonist = 3

These rows are one share of the data; count on the stated rates, not on these rows.
